# From PubChem BioAssay
# JNK3 inh: JNK3 kinase activity inhibitors, primary screen, biochemical, human, purified enzyme | HTS | inhibition, % at 8 µM | AID 746, 2007 | Mitogen-activated protein kinase 10 (Homo sapiens), P53779 | 60,000 compounds, 0.61% hits; in the data active = inhibition above about 17%;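 note: 0% = DMSO and 100% = reference inhibitor; many of its hits are not listed in these tables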
# Target sequence (P53779 whole entry, looked up): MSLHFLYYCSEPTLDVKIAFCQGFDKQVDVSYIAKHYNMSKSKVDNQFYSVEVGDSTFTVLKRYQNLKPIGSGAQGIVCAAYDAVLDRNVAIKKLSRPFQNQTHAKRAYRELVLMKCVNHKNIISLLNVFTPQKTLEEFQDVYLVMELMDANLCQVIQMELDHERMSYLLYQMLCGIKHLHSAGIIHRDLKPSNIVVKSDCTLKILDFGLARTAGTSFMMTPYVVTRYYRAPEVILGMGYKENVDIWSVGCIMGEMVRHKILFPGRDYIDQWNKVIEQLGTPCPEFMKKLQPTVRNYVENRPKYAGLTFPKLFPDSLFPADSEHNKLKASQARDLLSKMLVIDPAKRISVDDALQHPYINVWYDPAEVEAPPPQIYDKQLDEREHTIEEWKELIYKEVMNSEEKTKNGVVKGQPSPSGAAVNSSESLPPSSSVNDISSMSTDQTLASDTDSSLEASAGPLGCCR
# AP ELISA ortho: alternative complement pathway inhibitors, primary screen, biochemical, ELISA, human serum, orthogonally pooled compounds. inhibition, % at 5 µM. LPS-coated ELISA, C3 deposition; tested in compound mixtures. 62,000 compounds, 0.08% hits;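 active = inhibition above 30% in each of the two pooled mixtures holding the compound, so the lower value exceeds 30%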;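 note: 0% = serum in Mg-EGTA without compound and 100% = EDTA serum blank; some compounds past the cut are filed as inactive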
#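 Test system – human serum alternative complement pathway, C3 deposition on LPS-coated wells · Buffer or medium – diluted human serum in Mg2+-EGTA GVB++ · Compound dosing – 5 µM each compound, pools of ten, 50 µM per pool · Schedule – 1 h serum-compound exposure at 37 °C · Measured by – Anti-C3 ELISA, OD 450 nm · Read-out basis – percent inhibition of C3 deposition onto LPS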
# Cdc25B block: inhibitors of Cdc25B phosphatase catalytic domain, primary screen, biochemical, OMFP fluorescence; recombinant Cdc25B, OMFP fluorescence Ex485/Em525; inhibition, %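 (compounds tested at 10 µM final in the well)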; 65,000 compounds, 0.1% hits; AID 368, 2006; in the data active = inhibition above about 50%
# A340 absorber: compound light absorbance at 340 nm, profiling panel, artefact control, biochemical, MLSMR library, data from PS, PMK, MK assays; compound absorbance at 340 nm, fold over control; fold change at 10 µM; 65,000 tested, under 10 active; AID 708, 2007;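 active = at 10 µM dose, initial 340 nm absorbance at least 2 fold that of control wells; inactive = change under 2 fold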;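 note: initial absorbance extrapolated from kinetic A340 decline of NADH oxidation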
# Hsp90 inh: tumor Hsp90 inhibitors, primary screen, cell lysate, fluorescence polarization, NCI-N417 lysate; Heat shock protein HSP 90-alpha (Homo sapiens), P07900; Cy3B-geldanamycin FP displacement; inhibition, % at 30 µM; 64,000 compounds, 0.35% hits; AID 429, 2006;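 active = inhibition above 50%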;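 note: 0% = tracer plus lysate wells and 100% = tracer alone without lysate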
# DUSP1 inh: MKP-1 phosphatase inhibitors, primary screen, biochemical, in vitro; AID 374, 2006; inhibition, %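 (compounds tested at a single concentration somewhere between 10 and 100 µM)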; recombinant MKP-1, OMFP hydrolysis fluorescence; 65,000 compounds, 0.15% hits;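 active = inhibition above about 50%, limit read from the data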;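 note: 0% = DMSO max control wells and 100% = wells with enzyme stopped by NaOH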
# FXIa inh mix: FXIa protease inhibitors in compound pools, primary screen, biochemical, 10-compound mixtures; Coagulation factor XI (Homo sapiens), P03951; purified FXIa, fluorogenic substrate, pooled mixtures; inhibition, % at 5 µM; 62,000 compounds, 0.19% hits; AID 680, 2007;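 note: each value is inhibition by a whole ten-compound pool holding the compound; 0% = enzyme with no mixture and 100% = wells lacking enzyme; strong numbers were not always called active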
# Target sequence (P03951 19-387 limits assumed): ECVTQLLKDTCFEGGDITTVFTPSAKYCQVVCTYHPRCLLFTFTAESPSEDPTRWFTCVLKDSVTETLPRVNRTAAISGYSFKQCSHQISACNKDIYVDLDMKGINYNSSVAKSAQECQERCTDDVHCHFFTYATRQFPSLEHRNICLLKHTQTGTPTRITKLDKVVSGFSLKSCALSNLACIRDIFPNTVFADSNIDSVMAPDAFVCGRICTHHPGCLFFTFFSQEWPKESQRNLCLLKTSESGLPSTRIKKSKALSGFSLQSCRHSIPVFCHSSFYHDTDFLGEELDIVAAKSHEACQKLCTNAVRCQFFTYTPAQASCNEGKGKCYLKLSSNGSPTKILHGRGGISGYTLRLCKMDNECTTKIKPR
# Target sequence (P03951 388-625 limits assumed): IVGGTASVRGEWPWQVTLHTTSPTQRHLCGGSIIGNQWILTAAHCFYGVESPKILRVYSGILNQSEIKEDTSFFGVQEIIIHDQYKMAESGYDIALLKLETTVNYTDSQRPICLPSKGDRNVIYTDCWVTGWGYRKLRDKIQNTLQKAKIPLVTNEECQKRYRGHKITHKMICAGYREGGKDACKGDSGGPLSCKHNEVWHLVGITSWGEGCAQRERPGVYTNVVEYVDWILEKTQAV
# FXIIa mix inh: human factor XIIa inhibitors, primary screen, biochemical, pooled compound mixtures, fluorogenic substrate; Coagulation factor XII (Homo sapiens), P00748; purified FXIIa; inhibition, % at 5 µM; 62,000 compounds, 0.2% hits; AID 684, 2007;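 note: 0% = enzyme without compound and 100% = no enzyme blank; some results filed as inactive read as strong as hits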
# MMP13 inh: human MMP13 inhibitors, primary screen, biochemical, FRET peptide cleavage. MMP-13 fTHP FRET cleavage, Mca fluorescence. inhibition, % at 4 µM. 65,000 compounds, 0.07% hits. AID 570, 2006;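 active = inhibition above the mean of compound-free control plate wells plus 3 SD, cut at about 14% in these data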;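 note: 0% = DMSO wells and 100% = wells with reference MMP-13 inhibitor after basal subtraction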
# * marks the source's active call; other numbers are inactive results; / = not tested or not shown; [ ] = dose if it differs, or a comment. Cut-off read from the data, not from the text of the source, unless noted: active = inhibition above about 20% (passing the limit was not always enough); inactive = the rest. Compounds were not picked by outcome. Share with any hit: about 1.5%.
item	SMILES	JNK3 inh	AP ELISA ortho	Cdc25B block	A340 absorber	Hsp90 inh	DUSP1 inh	FXIa inh mix	FXIIa mix inh	MMP13 inh
1	CN(C)S(=O)(=O)N1CCN(C(=O)N(c2ccccc2)c2ccccc2)CC1	2	-12	-4	1.1	-3	-2	-4	-1	0
2	CCNC(=O)COC(=O)c1ccc(S(=O)(=O)N2CCCCCC2)cc1	2	-1	-5	1	-5	8	7	5	2
3	CCn1c(SCC(=O)Nc2ccccc2-c2ccccc2)nnc1-c1ccoc1C	/	8	-6	0.98	-3	8	5	-1	3
4	COCc1c(C(N)=O)nnn1-c1nonc1N	4	13	-3	0.97	-6	7	6	10	-6
5	O=C(O)CCCC(=O)Nc1nc(-c2ccc(F)cc2)cs1	1	6	2	1	3	-10	4	9	-3
6	CCc1nnc(NC(=O)C(C)Sc2ccccc2)s1 (stereo not given)	-1	0	-6	0.99	-1	27	-2	10	-2
7	COC(=O)c1cccc(NC(=O)Cn2nnc3ccccc32)c1	2	10	-2	0.99	-10	11	6	6	7
8	Cc1cc(-n2c(SCCC#N)nnc2-c2cccnc2)ccc1Cl	/	8	-9	1	/	6	4	0	5
9	Cc1ccc(S(=O)(=O)C(C#N)c2nc3ccccc3nc2N2CCC(C)CC2)cc1 (stereo not given)	3	-1	-5	1	-1	23	6	-5	-2
10	C=CCn1c(SCc2cc(=O)n3ccsc3n2)nnc1C1CCCCC1	4	3	47	1	-7	24	16	1	3
11	O=C(Nc1nc(-c2cccnc2)cs1)c1ccc(S(=O)(=O)N2CCOCC2)cc1	2	26	-6	1.1	-2	35	-3	6	5
12	CNC(=O)CN1C(=O)c2ccccc2S1(=O)=O	1	13	0	1	-2	-11	3	1	3
13	Fc1ccc2c(c1)[C@H]1OCC[C@H]1[C@@H](c1ccco1)N2	-7	/	1	1	-3	17	/	/	-106[fluorescence artefact?]
14	COC(=O)c1cc2sccc2n1Cc1nc(-c2ccc(OC)cc2)oc1C	-5	21	-11	1	-8	6	9	10	-2
15	CCc1nc(C)cc(N)c1OCc1ccccc1	4	-5	2	1	-1	-17	-1	-7	1
16	CCOC(=O)c1ccc(CNC(=O)C2CCCCC2C(=O)OCC(F)(F)F)o1 (stereo not given)	-5	11	-14	1	-1	-30	6	-15	4
17	Cc1occc1C(=O)Nc1c(F)cc(F)cc1Br	-1	10	-8	1.1	-3	0	0	-2	2
18	O=C(CSc1oc(-c2ccc(F)cc2)nc1S(=O)(=O)c1ccccc1)NCC1CCCO1 (stereo not given)	/	9	/	1	/	/	0	9	-1
19	COC(=O)c1sc(NC(=O)c2ccco2)nc1C	5	16	-17	1.1	-2	-17	-9	26	1
20	O=c1c2ccccc2n2cnnc2n1-c1ccccc1	2	9	25	0.99	-1	1	2	-1	-4
21	Cc1ccc(-n2c(Cc3cccs3)nnc2SCC(=O)OC(C)C)cc1	9	-9	0	1	-1	-19	-16	2	0
22	CC(C)(C)N(Cc1ccccc1)C(=O)CSc1nnc(CNc2ccc(F)cc2)o1	/	1	-10	1	0	33	19	-15	1
23	COC(=O)c1sc(NC(=O)Cc2cccs2)nc1C	0	6	-8	1	-2	9	28	2	-7
24	CCOC(=O)N1CCC(N2C(=O)c3ccc(C(=O)NC4CCCCCC4)cc3C2=O)CC1	0	23	-8	1	-3	11	10	1	3

# 2 entries from above, with one line to a screen.
[3] CCn1c(SCC(=O)Nc2ccccc2-c2ccccc2)nnc1-c1ccoc1C
[10] C=CCn1c(SCc2cc(=O)n3ccsc3n2)nnc1C1CCCCC1

screen / no.,3,10
JNK3 inh,/,4
AP ELISA ortho,8,3
Cdc25B block,-6,47
A340 absorber,0.98,1
Hsp90 inh,-3,-7
DUSP1 inh,8,24
FXIa inh mix,5,16
FXIIa mix inh,-1,1
MMP13 inh,3,3

# (more compounds)
item	SMILES	JNK3 inh	AP ELISA ortho	Cdc25B block	A340 absorber	Hsp90 inh	DUSP1 inh	FXIa inh mix	FXIIa mix inh	MMP13 inh
25	O=S(=O)(Nc1cccnc1)c1ccc(C2CCCCC2)cc1	/	14	6	1	-2	9	10	5	9
26	OC(COc1ccc2ccccc2c1Cl)CN1CCOCC1 (stereo not given)	8	-2	-16	0.98	-2	-3	1	1	3
27	CCC(C)n1nccc1NC(=O)C(C)OC(=O)c1cc2ccccc2[nH]1 (stereo not given)	-2	9	0	1	-2	3	4	9	-18
28	O=C(C1CCC(C(=O)N2CCc3ccccc32)CC1)N1CCc2ccccc21 (stereo not given)	-7	8	-8	1.1	-4	-5	2	10	2
29	CCCCC(=O)NC1(C(F)(F)F)C(=O)Nc2c1c(=O)[nH]c(=O)n2Cc1ccco1 (stereo not given)	-6	4	-8	1	-4	-17	8	4	3
30	O=C(Nc1ccc(S(=O)(=O)N2CCc3ccccc3C2)cc1)C1CCCO1 (stereo not given)	3	7	-7	1	-2	9	3	5	1
31	O=C(CSc1nnc2scc(-c3ccccc3)n12)N1CCN(Cc2ccccc2)CC1	-3	9	-2	1	-3	-2	-18	4	-2
32	O=c1c(-c2ccc3c(c2)OCCO3)c(C(F)(F)F)oc2cc(O)cc(O)c12	-5	/	5	1.1	-2	0	/	/	3
33	Cc1ccccc1NC(=O)c1c(F)c(F)c(F)c(F)c1F	4	4	-38	0.98	1	-5	13	5	-1
34	COc1ccc(-n2c(=O)c3ccccc3n(CC(=O)NC3CCCC3)c2=O)cc1	1	0	-6	1.1	-1	0	5	-5	2
35	O=c1cc(Cn2ccnc2)c2cc3c(cc2o1)CCC3	1	2	-12	1	-3	-20	-7	0	-10
36	CCOC(=O)C1CCCN(C(=O)c2cc3c(=O)n4cccc(C)c4nc3n2C)C1 (stereo not given)	0	-2	2	1	0	7	4	5	-12
37	CCN(CC)CCOc1nc(C)nc2c1oc1ccccc12	1	8	7	1	-5	-7	5	-14	-2
38	COc1cccc(-n2c(SC)nnc2-c2cnccn2)c1	2	2	21	0.99	-3	8	3	10	0
39	CC(=O)[C@@H]1[C@@H]2C(=O)N(c3ccc(F)c(Cl)c3)C(=O)[C@@H]2C2c3ccccc3C=CN21 (stereo not given in full)	-1	10	14	1.1	-7	20	1	7	-8
40	Cc1cc(C(=O)NCc2cccnc2)no1	3	20	-15	1	-2	-2	7	6	-1
41	COc1cccc(C2=CC(c3cc(OC)ccc3OC)n3nnnc3N2)c1 (stereo not given)	0	11	0	1	1	3	-1	5	-6
42	CCc1c(C)nc2ncnn2c1N1CCCC(C(=O)NCCc2ccccc2)C1 (stereo not given)	/	3	-10	1.1	3	18	8	6	0
43	Cc1ccccc1NC(=O)c1ccccc1	-1	14	-5	1	0	2	4	2	0
44	COc1ccc(NC(=O)c2oc3cc(C)c(C)cc3c2C)c(OC)c1	0	/	-27	1.1	0	-5	/	/	6
45	CC(C)CCn1nnnc1C(c1ccc(F)cc1)N1CCN(C(=O)c2ccco2)CC1 (stereo not given)	-4	24	-14	1	-2	8	8	0	1
46	Cc1noc(C)c1COC(=O)c1cccnc1SCC(=O)Nc1ccc2c(c1)OCO2	7	5	5	1	-10	1	5	-1	-2
47	O=C(O)C(F)(F)S(=O)(=O)O	9	-2	-11	0.98	1	-7	2	8	1
48	CN(C)C(=O)CSc1nnc(CCNC(=O)OC(C)(C)C)o1	-1	0	2	1	1	10	-19	11	-1
49	COc1ccccc1-c1nnc(SCCN2CCOCC2)n1-c1ccc(C)cc1	-6	17	7	1.1	-1	26	0	2	-1
50	CSc1nc2sc3c(c2c2nnnn12)CCCC3	3	/	-1	1.1	-3	-12	/	/	-12
51	CCOCCn1c(CCCO)nc2ccccc21	7	8	-10	0.99	0	4	9	1	-3
52	Cn1c(SCc2ccccc2Cl)nnc1-c1cnccn1	/	-4	-10	1.1	/	5	2	-2	0
53	CCOC(=O)c1c(NC(=O)c2nn(CC)cc2Br)c(C#N)nn1-c1ccccc1	1	15	-8	1.1	-4	0	1	4	-8
54	COc1cc(N/C(=N/S(=O)(=O)c2ccccc2)c2ccccc2)ncn1	5	3	-8	1	-1	8	17	-16	6
55	Oc1ccccc1-c1nc(NCC2CCCO2)c2ccccc2n1 (stereo not given)	10	23	0	1.1	1	-8	3	4	-7
56	O=C(CCCNS(=O)(=O)c1cccc2nsnc12)NCc1ccccc1	1	11	-9	1	-3	-1	4	11	6
57	COc1cc(NC(=O)Cn2nnc(-c3ccccc3N)n2)cc(OC)c1	-4	15	-7	0.99	-2	-9	6	3	3
58	COC(=O)c1ccc(NC(=O)C2CC(=O)N(c3cc(C)ccc3C)C2)cc1 (stereo not given)	1	-21	-4	1	-1	1	1	1	3
59	COc1ccc(C2=CSC3=NCCN23)cc1F	3	10	5	1	-1	-6	7	3	4
60	COCCn1cnc2c1c(=O)n(CC(=O)c1ccc3c(c1)OCCO3)c(=O)n2Cc1ccccc1	3	10	-7	1.1	-4	34	1	4	5
61	COc1ccc(C)cc1NC(=O)CN(c1ccccc1F)S(C)(=O)=O	3	3	-3	1	-2	6	1	10	6
62	COC(=O)c1ccc(N2C(=O)CC(N(C)Cc3ccccc3)C2=O)cc1 (stereo not given)	-10	6	-4	1	0	16	7	-1	2
63	O=C(CC1SC(=Nc2ccccc2)N(CCCO)C1=O)Nc1ccc(Cl)cc1 (stereo not given)	/	5	-16	1	/	14	7	5	10
64	COc1cc(C2C(C(=O)c3ccco3)=C(O)C(=O)N2c2cc(C)on2)cc(Br)c1O (stereo not given)	-3	8	2	1.1	1	-7	5	-16	3
65	O=S(=O)(/N=C(/Nc1cc(N2CCOCC2)ncn1)c1ccc(F)cc1)c1ccccc1	8	-16	-10	1	-4	29	-3	11	0
66	COCCCn1c(-c2ccc(OC)cc2)nc2nc3ccccc3nc21	3	12	9	1.1	-1	-11	-2	7	-46
67	CCCC(=O)N(Cc1cc2ccccc2[nH]c1=O)c1ccccc1OC	3	-1	3	0.99	-3	-11	8	-4	-12
68	CCn1ncc(C(=O)Nc2ccc(S(=O)(=O)N3CCCC3)cc2)c1C	-2	-3	6	0.98	-2	6	-4	15	-1
69	O=C(c1ccc2c(c1)OCO2)N1CCNc2ccccc2C1	-9	10	6	0.98	-2	10	6	5	2
70	CCOC(=O)c1c(CN2CCCCC2)oc2ccc(OC)cc12	-5	-4	-3	0.98	-2	10	5	-16	-28
71	COc1ccc(C2CC(C(F)(F)F)n3nc(C(=O)NCc4c(C)nn(C)c4C)c(Cl)c3N2)cc1 (stereo not given)	-1	-26	5	1	0	5	-7	-24	1
72	Cc1cc(C)nc(N(C#N)S(=O)(=O)c2ccccc2)n1	2	-8	-6	1	0	-26	-2	2	-4
73	Cc1nc2sc(C(c3ccco3)N3CCN(c4cccc(Cl)c4)CC3)c(O)n2n1 (stereo not given)	3	/	15	1	-1	16	/	/	4
74	COc1ccc(C(=O)Nc2c(N)nc(SCC(=O)N3CCCCCC3)[nH]c2=O)cc1OC	-16	9	9	1	-2	-3	10	8	4
75	Cc1noc(C)c1COC(=O)CCc1nc2ccccc2s1	3	1	-5	1	-1	5	-8	-16	1
